p47phox inh: p47phox/p22phox peptide binding inhibitors, primary screen, biochemical, uHTS, NADPH oxidase regulatory subunit; 220,000 compounds, 0.53% hits; inhibition, % at 24.7 µM; Neutrophil cytosol factor 1 (Homo sapiens), P14598; fluorescence polarization, 2 h;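 active = inhibition above about 30%, limit read from the data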;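 also: 0% = p47phox with labelled peptide and 100% = labelled peptide alone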
PPC-1+TRAIL kill: compounds killing PPC-1 cancer cells with TRAIL present, primary screen, TRAIL potentiator project, ATPLite luminescence, uHTS | PPC-1 cells + TRAIL, ATPLite viability luminescence | cell killing (% activity), % at 4 µM | 220,000 compounds, 0.41% hits;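 active = cell killing above 50% in the first pass at 4 µM, then a duplicate retest at 5 µM averaging 50% or more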;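 also: plate controls were cells with TRAIL plus DMSO for no effect and medium-only wells lacking cells for full effect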
MDM2 E3 inh: MDM2-luciferase reporter signal enhancers, primary screen, MDM2 E3 ligase inhibitor project, cell-based, luminescence, 1536-well; 210,000 compounds, 0.11% hits; cell-based MDM2 ubiquitination luciferase reporter, 2 h; 0 = plate control, 100 = twice control, blank-subtracted; E3 ubiquitin-protein ligase Mdm2 (Homo sapiens), Q00987; signal enhancement, % at 5 µM;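 active = signal enhancement of 30% or more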;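 also: luminescence tracks abundance of the self-degrading MDM2-luciferase fusion protein; higher signal means inhibition of MDM2 E3 ligase activity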
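Material: stable MDM2–luciferase fusion reporter cells / Quantity: 2000 cells/well / Dosing: single 5 µM compound dose, 0.2% final DMSO / Buffer or medium: DMEM / Schedule: 4 h cell settling then 2 h compound exposure, 37 °C / Detection: luminescence with SteadyLite reagent, 15 min at room temperature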
TRPN1 ag: zebrafish TRPN1 channel agonists, primary screen, cell-based, HEK293, calcium fluorescence | transient receptor potential cation channel N1 (TRPN1/NompC), Danio rerio | HEK293 zebrafish TRPN1-YFP, Fluo-8 calcium fluorescence; 100% = response to 87 µM carbachol | activation, % at 3 µM | 220,000 compounds, 0.18% hits | AID 1424, 2008;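 active = activation above its plate's cutoff, the mean activation of test wells on that plate plus 3 SD, cut at about 19% in these data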;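 also: 0% = DMSO alone and 100% = 87 µM carbachol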
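System: zebrafish TRPN1-YFP in HEK293 cells / Dosing: 3 µM single point / Timing: dye loading 1 h at 37 °C, then 30 min room temperature / Signal: Fluo-8 calcium fluorescence, excitation 470-495 nm, emission 515-575 nm / Read-out basis: percent activation from peak over basal fluorescence ratio, control-normalized / Control set: high carbachol 87 µM, low DMSO alone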
CHOP inhibitor: inhibitors of CHOP promoter induction, primary screen, cell-based, unfolded protein response, luciferase reporter; inhibition, % at 10 µM; CHO-K1 CHOP-promoter luciferase, tunicamycin-induced, 15-18 h; 220,000 compounds, 3.8% hits;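 active = compounds that reduced the stress-induced luciferase reporter signal by more than about 70% of percent inhibition, limit read from the data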;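 also: 0% = tunicamycin plus vehicle and 100% = wells without tunicamycin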
TNF death inh: inhibitors of TNF-alpha triggered necroptosis, primary screen, cell-based, Jurkat FADD-/-, single concentration; Jurkat FADD-/- TNF necroptosis rescue, ATP luminescence, 24 h; 0 = TNF only, 100 = no-TNF cells; activation (protection from cell death), % at 10 µM; 220,000 compounds, 0.068% hits; AID 463075, 2010;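 active = activation, meaning protection from cell death, of at least 50% relative to plate controls; inactive = activation below 50%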;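 also: necroptosis triggered by 40 ng/mL TNF-alpha added together with compound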
Runt-SMMHC FRET: inhibitors of RUNX1 Runt–CBFb-SMMHC binding, primary screen, biochemical, FRET, Cerulean-Runt, Venus-CBFb-SMMHC, uHTS. Cerulean-Runt/Venus-CBFb-SMMHC FRET ratio 530/480, 1 h. inhibition, % at 20 µM. 220,000 compounds, 0.74% hits. AID 1434, 2008;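 active = mean inhibition across duplicate retests at 20 µM reaching about 50%, limit read from the data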;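 also: 0% = DMSO wells and 100% = wells with excess untagged CBFb-SMMHC; inhibitors lower the FRET ratio by blocking Runt binding to CBFb-SMMHC; some results filed as inactive read as strong as hits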
EBV gp42 block: Epstein-Barr virus gp42 inhibitors, primary screen, biochemical, uHTS, fluorescence polarization. Fluorescence polarization binding assay, mP read-out. inhibition, % (tested at 21.74 µM). 220,000 compounds, 0.42% hits. AID 1085, 2008; in the data active = inhibition above about 50%
Target sequence (Q1HVG2 whole entry, looked up): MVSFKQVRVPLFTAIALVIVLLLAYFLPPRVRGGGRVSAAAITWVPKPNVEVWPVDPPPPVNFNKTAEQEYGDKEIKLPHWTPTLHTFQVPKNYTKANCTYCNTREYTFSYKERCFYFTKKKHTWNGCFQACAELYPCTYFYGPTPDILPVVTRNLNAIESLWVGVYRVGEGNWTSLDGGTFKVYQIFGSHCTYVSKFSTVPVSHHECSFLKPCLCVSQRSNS
TRPML3 ag: human TRPML3 channel agonists, primary screen, cell-based, HEK293 TRPML3-YFP, Fluo-8 calcium fluorescence, 3 µM | Mucolipin-3 (Homo sapiens), Q8TDD5 | 100% = the carbachol control signal | activation, % at 3 µM | 220,000 compounds, 0.29% hits;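 active = activation above its plate's cutoff, the mean activation of the plate's test wells plus 3 SD, cut at about 12% in these data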;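 also: 0% = DMSO only wells and 100% = carbachol wells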
Target sequence (Q8TDD5 whole entry, looked up): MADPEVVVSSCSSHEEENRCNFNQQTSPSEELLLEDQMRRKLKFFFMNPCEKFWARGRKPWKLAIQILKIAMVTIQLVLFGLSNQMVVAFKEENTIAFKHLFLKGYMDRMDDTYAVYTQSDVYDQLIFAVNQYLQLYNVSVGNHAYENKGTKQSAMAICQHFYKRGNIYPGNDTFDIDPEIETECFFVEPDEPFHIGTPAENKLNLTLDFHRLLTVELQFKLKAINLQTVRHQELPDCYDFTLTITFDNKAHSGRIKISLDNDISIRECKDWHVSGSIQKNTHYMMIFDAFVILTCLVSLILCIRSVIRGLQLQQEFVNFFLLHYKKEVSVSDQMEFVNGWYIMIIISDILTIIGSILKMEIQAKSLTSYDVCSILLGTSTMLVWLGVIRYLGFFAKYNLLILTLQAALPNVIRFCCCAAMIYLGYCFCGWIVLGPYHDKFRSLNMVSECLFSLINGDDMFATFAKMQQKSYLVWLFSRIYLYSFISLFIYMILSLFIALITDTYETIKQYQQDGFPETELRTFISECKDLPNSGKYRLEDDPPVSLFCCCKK
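Material: HEK293 cells stably carrying human TRPML3-YFP; compound dosing: single dose, 3 µM final nominal compound, 0.3% DMSO final; incubation: 1-h 37 °C dye load, 5-s basal, 120-s post-compound reads; technique: Fluo-8 intracellular calcium fluorescence, excitation 470-495 nm, emission 515-575 nm; read-out basis: percent activation from peak-to-basal fluorescence ratio, scaled between DMSO and carbachol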
* marks the source's active call; other numbers are inactive results; nt = no result given.

SMILES	p47phox inh	PPC-1+TRAIL kill	MDM2 E3 inh	TRPN1 ag	CHOP inhibitor	TNF death inh	Runt-SMMHC FRET	EBV gp42 block	TRPML3 ag
CC1CCN(C(NC(=O)c2ccco2)C(=O)c2ccccc2)CC1 (configuration not stated)	-11	5	-3	-0.1	35	-3.0	2	-6	1.4
Cc1ccc(NC(=O)C2C3CCCC2C3c2ccccc2)c(C)c1 (configuration not stated)	-1	-15	-12	-0.2	22	0.4	-1	-3	-0.1
COc1cc(-c2nn3c(-c4ccccn4)nnc3s2)cc(OC)c1OC	5	-2	-6	3.4	13	-2.3	3	-22	0.8
O=C(N/N=C/c1ccc(N2CCOCC2)c([N+](=O)[O-])c1)c1ccc(F)cc1	-16	33	-13	0.1	13	-3.0	1	3	0.1
Cc1c(Cl)cccc1NC(=S)NN1CCOCC1	-5	-10	6	0.8	13	-0.3	2	0	0.5
Cc1ccc(C)c(NC(=S)NC(NC(=O)N(C)C)C(Cl)(Cl)Cl)c1 (configuration not stated)	-7	16	-3	-0.7	-16	-2.3	1	-12	-0.2
N#C/C(=C/c1ccc(N2CCCCCC2)o1)c1ccc(F)cc1	-21	nt	-58	0.0	nt	-1.0	nt	7	0.3
Cc1ccc(-c2nc(C3CCCN(S(=O)(=O)c4ccc(C(F)(F)F)cc4)C3)no2)cc1 (configuration not stated)	-4	36	12	1.0	4	2.2	-8	-30	0.3
CN(C)C(=O)CSc1cccc2cccnc12	-8	8	-3	1.4	30	-4.4	1	-11	1.1
COc1ccc(S(=O)(=O)N(CCCN2CCOCC2)Cc2cccc(OC)c2OC)cc1	-5	-7	-13	-0.7	2	0.1	2	-9	-0.1

An excerpt of these results, bar-delimited.
structure | p47phox inh | PPC-1+TRAIL kill | MDM2 E3 inh | TRPN1 ag | CHOP inhibitor | TNF death inh | Runt-SMMHC FRET | EBV gp42 block | TRPML3 ag
CC1CCN(C(NC(=O)c2ccco2)C(=O)c2ccccc2)CC1 (configuration not stated) | -11 | 5 | -3 | -0.1 | 35 | -3.0 | 2 | -6 | 1.4
Cc1ccc(NC(=O)C2C3CCCC2C3c2ccccc2)c(C)c1 (configuration not stated) | -1 | -15 | -12 | -0.2 | 22 | 0.4 | -1 | -3 | -0.1
COc1cc(-c2nn3c(-c4ccccn4)nnc3s2)cc(OC)c1OC | 5 | -2 | -6 | 3.4 | 13 | -2.3 | 3 | -22 | 0.8
O=C(N/N=C/c1ccc(N2CCOCC2)c([N+](=O)[O-])c1)c1ccc(F)cc1 | -16 | 33 | -13 | 0.1 | 13 | -3.0 | 1 | 3 | 0.1
Cc1c(Cl)cccc1NC(=S)NN1CCOCC1 | -5 | -10 | 6 | 0.8 | 13 | -0.3 | 2 | 0 | 0.5
Cc1ccc(C)c(NC(=S)NC(NC(=O)N(C)C)C(Cl)(Cl)Cl)c1 (configuration not stated) | -7 | 16 | -3 | -0.7 | -16 | -2.3 | 1 | -12 | -0.2
N#C/C(=C/c1ccc(N2CCCCCC2)o1)c1ccc(F)cc1 | -21 | nt | -58 | 0.0 | nt | -1.0 | nt | 7 | 0.3
Cc1ccc(-c2nc(C3CCCN(S(=O)(=O)c4ccc(C(F)(F)F)cc4)C3)no2)cc1 (configuration not stated) | -4 | 36 | 12 | 1.0 | 4 | 2.2 | -8 | -30 | 0.3
CN(C)C(=O)CSc1cccc2cccnc12 | -8 | 8 | -3 | 1.4 | 30 | -4.4 | 1 | -11 | 1.1
COc1ccc(S(=O)(=O)N(CCCN2CCOCC2)Cc2cccc(OC)c2OC)cc1 | -5 | -7 | -13 | -0.7 | 2 | 0.1 | 2 | -9 | -0.1

More records:
SMILES	p47phox inh	PPC-1+TRAIL kill	MDM2 E3 inh	TRPN1 ag	CHOP inhibitor	TNF death inh	Runt-SMMHC FRET	EBV gp42 block	TRPML3 ag
O=C(CN1C(=O)c2ccccc2S1(=O)=O)NCCC1=CCCCC1	-13	23	4	1.2	-20	-0.7	0	-2	0.5
CC(=O)N[C@@H](Cc1ccc(OC(F)(F)F)cc1)C(=O)O	-7	7	-4	1.5	-4	1.8	-2	-9	1.1
Cc1ccc(S(=O)(=O)Nc2ccc(NC(=O)Nc3cccc(C(F)(F)F)c3)cc2)cc1	-30	-1	-12	0.5	99*	7.6	-2	7	1.3
Cc1ccc(S(=O)(=O)C(C#N)c2nc3ccccc3nc2N2CCCC2)cc1C (configuration not stated)	-32	28	-10	4.4	7	-5.4	-129	69*	2.5
COc1cc(NC(=S)N2CCC(C(N)=O)CC2)c(OC)cc1Cl	-24	2	-18	0.2	-10	-0.4	3	-8	0.6
CC(=O)Nc1cc2c(cc1C(=O)c1ccc(C)cc1)OCCO2	-5	-16	-10	-0.7	23	-0.6	-2	-18	0.4
CS(=O)(=O)N1CCC(C(=O)NCc2ccccc2)CC1	-2	-2	-8	2.7	13	-0.7	-11	-10	0.9
CCn1c2ccccc2c2cc(NC(=O)COC(=O)c3ccccc3Br)ccc21	-12	-6	-16	1.7	3	1.6	-2	1	0.0
N#Cc1c(N)oc(-c2cccs2)c1-c1cccs1	-15	15	-2	0.5	9	-1.2	-1	-7	0.0
Cc1cc(C)cc(NC2=NC3(CCCCC3)N=C(N)N2)c1	-2	21	-3	0.9	nt	-14	1	-6	0.7
COc1ccccc1-c1cc(C(=O)N2CCN(c3ccccc3OC)CC2)no1	-7	5	-1	-0.1	46	-3.7	1	-6	0.2
COc1ccc(-c2cc(C(=O)Nc3c(C)n(C)n(-c4ccccc4)c3=O)no2)cc1OC	-2	9	-12	0.7	7	-0.4	1	-5	0.4
CN(CCN1CCOCC1)Cc1nc(-c2ccc(Cl)cc2)no1	-7	7	-12	3.0	7	1.3	2	-8	1.7
NCCNC(=O)Cc1cccc(NC(=O)Cc2ccc(Nc3ncnc4c3ncn4[C@@H]3O[C@H](CO)[C@@H](O)[C@H]3O)cc2)c1	-8	2	7	nt	3	-5.7	-3	-9	nt
CC1(C)O[C@@H]2C[C@H]3[C@@H]4C[C@H](F)C5=CC(=O)CC[C@]5(C)[C@H]4[C@@H](O)C[C@]3(C)[C@]2(C(=O)CO)O1	-2	13	nt	1.3	11	-0.4	2	-4	0.6
CCc1cc2c(SCC(=O)Nc3ncc(Cl)c(C)c3Cl)ncnc2s1	-25	17	-7	0.0	65	0.3	1	-7	0.5
O=C(CCCOc1ccc(Cl)cc1Cl)NCc1ccncc1	-9	10	nt	-0.9	-4	-1.2	2	-14	0.7
CCN1CCc2nc(NC(=O)c3ccccc3)sc2C1	-25	49	-58	1.2	-14	-1.0	109*	-18	0.1
COc1cccc(CNC(=O)CCS(=O)(=O)c2cccc3nsnc23)c1	-9	15	-13	-1.0	8	0.4	-3	-9	0.3
CSC(=Nc1ccccc1)C(C#N)c1nc2ccccc2[nH]1 (configuration not stated)	-17	1	6	-2.2	82*	-0.9	-2	-11	0.6
O=C(N1CCOCC1)N1CCC(c2nc(-c3ccc(S(=O)(=O)N4CCOCC4)cc3)no2)CC1	3	22	0	-0.7	-3	0.4	1	2	0.5
Cc1ccc(-n2[nH]c(C)c(C=NC34CN5CN(CN(C5)C3)C4)c2=O)cc1C	-13	46	-10	-0.3	14	-9.5	-2	-18	0.7
CCOC(=O)c1c(C=O)c2ccccc2n1CC	-8	8	0	-1.8	24	0.4	0	2	0.8
CN(CCC1CCOCC1)C(=O)CC1C(=O)NCCN1CC1CCCCC1 (configuration not stated)	-8	nt	-5	0.9	2	-1.1	nt	-17	0.0
CCN1C(=O)CC(N2CCN(c3ccc(Cl)cc3)CC2)C1=O (configuration not stated)	-9	-5	14	0.1	7	-2.7	3	-10	1.6
Cc1ccc(/C=N/NC(=O)CNC(=O)c2ccc(S(=O)(=O)N3CCCC3)cc2)o1	0	32	-10	-0.4	12	0.5	-2	4	0.6
O=C(CSc1nc2ccccc2c(=O)n1-c1ccc(Cl)cc1)N/N=C/C=C/c1ccccc1[N+](=O)[O-]	-4	15	nt	2.2	-6	3.1	-2	-12	-0.4
NS(=O)(=O)c1ccc(NCc2cc(Cl)ccc2OCc2ccc(F)cc2)cc1	-7	4	-2	-1.2	41	5.5	-1	3	-0.2
Cc1nonc1C(=O)N/N=C/c1cc2c(cc1Br)OCO2	-13	19	-1	0.3	-18	0.0	-2	-3	0.7
O=C(c1nc2ccccn2c1CN1CCCC(OCc2ccccc2)C1)N1CCCC1 (configuration not stated)	6	3	-26	0.4	5	0.6	-3	0	-0.2
O=[N+]([O-])c1ccc(O)c(C=Nc2cccc3ncccc23)c1	8	nt	-15	1.8	16	-1.9	-9	-2	1.2
CCCNC(=O)c1cccc(COc2ccccc2OC)c1	2	16	-16	0.4	-7	-0.4	1	2	-0.3
O=C(OCCN1C(=O)c2cccc3c(N4CCOCC4)ccc(c23)C1=O)c1ccccc1Cl	-89	3	-11	7.1	55	-2.3	-165	146*	2.5
S=C(NC1CCCC1)N1CCN(C/C=C/c2ccccc2)CC1	6	9	-7	3.6	35	0.8	-8	-7	1.6
CCOC(=O)N1CCN(Cc2nc3c(c(=O)[nH]c(=O)n3C)n2Cc2cc(C)ccc2C)CC1	-5	3	2	0.0	-8	1.1	-2	-16	0.0
Cc1ccccc1NC(=O)C(Cc1ccccc1)n1cccc1 (configuration not stated)	-9	25	-9	0.0	5	1.0	2	-12	-0.4
Cc1ccccc1OCC(O)CN1CCC(C)CC1 (configuration not stated)	-1	10	-15	-0.8	-7	3.3	-15	-13	-0.2
COc1ccc2c(c1)C=CC1(O2)N(CCO)c2ccccc2C1(C)C (configuration not stated)	-33	16	-10	1.2	6	-2.3	-111	40	1.1
Cc1ccccc1C(=O)N1CCN(c2ccc([N+](=O)[O-])c(NCc3cccnc3)c2)CC1	-6	10	-41	2.1	8	-2.9	-3	8	0.5
CCOC(=O)C1CCCCN1Cc1cn(C)nc1-c1ccccc1F (configuration not stated)	-1	8	-6	1.8	8	-0.2	2	-10	0.3
COc1cccc(-c2csc3nc[nH]c(=O)c23)c1	0	4	-12	-0.3	41	-8.6	-4	-9	-0.5

Hits appear at their usual frequency (roughly 5.9% active in at least one column).
